M1 antagonist: M1 muscarinic receptor (rat) antagonism. CHO-M1 cells, Fluo-4 calcium, ACh EC80 antagonist mode; active compounds read low. 64,000 compounds, 3.4% hits. P08482. AID 628. B-score at 10 µM;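 active = calcium fluorescence response, raw or row-and-column corrected B-score, differing from the plate sample mean either way at a set confidence level, mostly lower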
Target sequence (P08482 whole entry, looked up): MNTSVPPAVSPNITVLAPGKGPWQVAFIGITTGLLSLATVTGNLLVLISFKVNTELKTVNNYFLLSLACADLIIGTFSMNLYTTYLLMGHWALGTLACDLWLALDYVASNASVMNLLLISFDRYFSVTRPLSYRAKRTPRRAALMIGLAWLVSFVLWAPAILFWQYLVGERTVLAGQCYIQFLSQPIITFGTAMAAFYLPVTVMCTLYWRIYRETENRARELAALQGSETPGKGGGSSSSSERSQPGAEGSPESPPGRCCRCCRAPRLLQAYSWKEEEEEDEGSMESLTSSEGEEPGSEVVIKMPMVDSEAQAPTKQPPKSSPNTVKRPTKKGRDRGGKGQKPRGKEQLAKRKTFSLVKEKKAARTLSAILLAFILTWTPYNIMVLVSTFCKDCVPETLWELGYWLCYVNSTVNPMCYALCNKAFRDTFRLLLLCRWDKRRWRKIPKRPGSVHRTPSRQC
5HT1E antag: blocks the human 5-HT1E serotonin receptor. P28566. CHO 5-HT1E Ga15 NFAT-bla reporter, FRET, antagonist. inhibition, % at 6 µM. 65,000 compounds, 0.99% hits. AID 571;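 active = inhibition above a set limit, the mean inhibition across every tested compound plus 3 SD, cut at about 29% in these data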;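 also: signal is the 460 over 535 nm emission ratio of beta-lactamase substrate; 0% = agonist plus DMSO wells and 100% = wells without agonist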
Target sequence (P28566 whole entry, looked up): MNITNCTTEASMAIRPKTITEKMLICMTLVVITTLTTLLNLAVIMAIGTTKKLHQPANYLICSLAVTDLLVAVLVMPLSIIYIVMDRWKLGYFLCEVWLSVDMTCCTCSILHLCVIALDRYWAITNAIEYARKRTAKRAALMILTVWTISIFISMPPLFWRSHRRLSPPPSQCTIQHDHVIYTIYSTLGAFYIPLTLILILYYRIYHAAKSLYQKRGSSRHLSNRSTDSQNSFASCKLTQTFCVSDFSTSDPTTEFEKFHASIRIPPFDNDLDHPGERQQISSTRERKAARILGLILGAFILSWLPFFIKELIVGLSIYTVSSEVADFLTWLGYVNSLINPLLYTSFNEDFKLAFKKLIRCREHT
S1P1 ag-PAM: activates or potentiates agonism at human S1P1 receptor; P21453; S1P1 CRE-bla cells, forskolin, beta-lactamase FRET, potentiator mode; S1P1 agonist co-added at EC20, 2 nM; 100% = saturating reference agonist, 0% = basal; activation, % at 9.5 µM; 56,000 compounds, 0.57% hits; AID 449;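 active = activation above a cutoff set at the mean activation of all tested compounds plus 3 SD, cut at about 54% in these data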;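 also: forskolin at 4 µM as EC80 and the EC20 agonist is SEW2871; 100% = SEW2871 at its EC100 plus forskolin at EC80; some compounds past the cut are filed as inactive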
5HT1E ag: activates the human 5-HT1E serotonin receptor | 65,000 compounds, 0.69% hits | CHO 5-HT1E Ga15 NFAT-bla reporter, FRET; 0% DMSO wells, 100% control agonist wells | activation, % at 6 µM | P28566;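 active = activation above a set limit, the screen-wide mean activation plus 3 SD, cut at about 8.5% in these data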;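 also: 100% = positive control agonist at 1 µM giving full maximal response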
5HT1a antag: blocks the human serotonin 5-HT1a receptor. CHO 5-HT1a Ga15 NFAT-bla reporter, antagonist mode. inhibition, % at 10 µM. 62,000 compounds, 0.68% hits. AID 612;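 active = inhibition above the mean of all tested compounds plus 3 SD, cut at about 43% in these data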;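 also: receptor stimulated by 5-CT agonist at 100 nM near EC80; beta-lactamase reporter measured by ratiometric fluorescence of a cleavable substrate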
S1P3 ag: agonists of human S1P3 receptor. 60,000 compounds, 0.1% hits. S1P3 NFAT-BLA reporter cells, agonism, FRET ratio; relative to 1 µM S1P, basal subtracted. activation, % at 4.5 µM;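 active = activation above the screen-wide mean plus 3 SD, cut at about 4.5% in these data, passing the limit was not always enough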; also: some compounds called inactive have numbers as strong as hits
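Assay system: stable CHO line with human S1P3, Gα16, NFAT-BLA reporter; Detection: FRET β-lactamase substrate fluorescence, excitation 405 nm, 460/535 nm emission ratio, background-subtracted; Read-out: percent activation versus median 1 µM S1P response, basal-subtracted, per plate; Incubation: cells plated overnight, compound 4 h 37 °C, substrate 2 h RT.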
Jurkat tox 60K: cytotoxic compounds reducing Jurkat cell viability; Jurkat E6.1 viability, ATP luminescence, 48 h; inhibition, % at 4 µM; 56,000 compounds, 1.2% hits; AID 463;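 active = inhibition above the mean inhibition of all tested compounds plus 3 SD, cut at about 28% in these data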
M1 agonist: agonists of M1 muscarinic receptor; CHO-M1 cells, Fluo-4 calcium fluorescence, agonist mode; active compounds read high; B-score at 10 µM; 64,000 compounds, 3% hits; AID 626;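 active = fluorescence rise, raw or as B-score row- and column-corrected plate score, outside the 99.7% band of its plate's samples, either direction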
5HT1a ag: activates the human 5-HT1a serotonin receptor; activation, % at 10 µM; P08908; AID 567; 65,000 compounds, 0.56% hits; CHO 5-HT1a Ga15 NFAT-bla reporter, FRET ratio; 0% basal, 100% maximal reference agonist;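 active = activation above the screen-wide mean activation plus 3 SD, cut at about 19% in these data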;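 also: 0% = DMSO wells and 100% = 5-CT at EC100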
* marks the source's active call; other numbers are inactive results; nt = no result given.

SMILES	M1 antagonist	5HT1E antag	S1P1 ag-PAM	5HT1E ag	5HT1a antag	S1P3 ag	Jurkat tox 60K	M1 agonist	5HT1a ag
O=C(NCCCN1CCOCC1)c1cc2c(s1)CSC2	-0.006	17	24	-1.5	3	-1.4	15	0.15	-2.3
CCOc1cc(N2CCOCC2)c(OCC)cc1NC(=O)CN1C(=O)NC(Cc2ccccc2)C1=O (configuration not stated)	0.023	0	8	0.1	-8	1.1	0	2.5	0.1
O=C(CCCCCn1c(=O)[nH]c2ccccc2c1=O)NCCCN1CCN(c2ccccc2F)CC1	-3.5*	-1	13	0.8	29	-0.5	0	0.31	9.2
O=C(Nc1ccccc1)C1=C(O)CC(c2ccoc2)CC1=Nc1ccccc1 (configuration not stated)	-0.38	-3	nt	0.4	1	0.1	2	-0.44	1.8
Nc1nc2ccc(C(=O)Nc3ccccc3)cc2s1	0.4	-1	12	0.2	9	-0.8	2	-0.018	-2.1
O=C(CN(Cc1ccccc1F)S(=O)(=O)c1ccc(Cl)cc1)NCCCO	0.12	19	-14	-0.1	8	-0.7	-1	-0.27	0.7
CCOC(=O)N1CCN(C(=O)CN(c2cccc(C(F)(F)F)c2)S(=O)(=O)c2ccccc2)CC1	0.71	1	4	-0.4	-4	-0.4	-5	0.38	0.5
O=C(Cn1c(=O)oc2cc(S(=O)(=O)N3CCCC3)ccc21)NC1CCCc2ccccc21 (configuration not stated)	-0.93	0	-10	4.9	5	-1.1	15	-1.3	-0.3
COc1ccc(OC)c(N2C(N)=NC(N)=NC23CCCC3)c1	-0.15	5	-30	-0.1	-6	0.1	-2	-0.5	-4.7
COc1ccc(C)cc1-n1nnnc1SC/C(O)=C(\C#N)c1nc2ccccc2[nH]1	0.73	4	nt	-1.4	-4	nt	nt	-1.6	-2.2
CCOC(=O)c1[nH]c2ccccc2c1NC(=O)c1ccc(Br)o1	-0.73	11	nt	-0.1	4	nt	nt	2.3	-0.4
O=C(CSc1ncccn1)c1ccccc1Br	0.49	3	-8	-0.9	-6	-0.1	0	-0.61	-4.2
Cc1ccc(NC(=O)CSc2nnc(-c3ccncc3)n2C)cc1C	-0.6	2	-9	1.0	-3	-0.2	-2	-0.46	4.7
Oc1c(C(c2cccs2)N2CCN(c3cccc(Cl)c3)CC2)sc2ncnn12 (configuration not stated)	-0.94	0	0	1.6	-12	-0.8	4	-0.18	-0.3
N#CCSc1nnc(COc2cccc3ccccc23)n1-c1cccc(Cl)c1	-0.11	7	-11	0.3	21	-0.3	6	-0.036	13
CCN(CC)S(=O)(=O)c1ccc(-c2nnc(SCc3nnc(-c4ccc(C)cc4)o3)o2)cc1	0.25	6	10	-0.3	9	-1.3	-2	0.26	-4.7
CC1=C(C(=O)N2CCc3ccccc32)C2(CCC(C)CC2)OC1=O (configuration not stated)	0.66	7	10	0.1	11	-0.5	-3	-0.27	0.5
Nc1nnc(SCCOc2ccc(Br)cc2)s1	0.0052	0	16	-0.4	7	-1.1	6	0.024	-0.3
CCOc1ccc(NC(=O)CCNS(=O)(=O)c2ccc3c(c2)c(=O)n(C)c(=O)n3C)cc1	0.37	6	-19	0.1	2	0.1	-11	0.017	-3.2
Cc1ccccc1NC(=O)Cn1cccc1	-0.42	-8	-4	-0.7	5	-0.9	-10	0.67	-1.9
CC(=O)Oc1cc2c(C(=O)NCCN3CCOCC3)c(C)oc2c2ccccc12	-0.67	0	-8	0.2	5	-1.0	4	0.7	1.0
CCOc1ccc(N(CC(=O)NC2CCCC2)S(=O)(=O)c2c(C)noc2C)cc1	-0.56	0	-14	1.1	-7	-0.6	-3	-0.42	-1.0
C=CCN1C(=O)/C(=N/n2cnnc2)c2ccccc21	0.26	-5	nt	1.0	3	nt	nt	0.18	1.0
COc1cc(C(=O)O)ccc1OC(C)=O	-0.73	-18	-11	0.3	-8	-0.5	1	-1.4	-0.2
COc1cccc(C2CC(=O)Nc3c2c(=O)n(C)c(=O)n3C)c1OC (configuration not stated)	-0.079	-10	-2	-0.8	-7	-0.3	-2	-0.22	-2.1
COC(=O)/C=c1/sc2n(c1=O)CCN=2	0.2	2	-6	1.2	7	-1.3	-3	-0.36	0.3
COc1ccc2nc3oc(C(=O)N4CCCCC4)cc3cc2c1	0.086	0	24	1.1	-9	-1.2	1	-0.16	0.2
O=S(=O)(c1ccc(Oc2ncnc3scc(-c4ccccc4)c23)cc1)N1CCOCC1	-0.44	2	-6	0.6	-3	0.0	23	7*	0.2
CC1=C(C(=O)OC(C)C)C(C)NC(=O)N1 (configuration not stated)	0.53	-1	-15	0.7	-4	-0.5	4	0.12	-1.3
CCCC(=O)C1=C(N(C)c2ccccc2)CC(C)(C)C(C(=O)OC)C1=O (configuration not stated)	-0.28	4	nt	-1.0	4	-0.7	-3	0.22	0.2

Part of the list above, reformatted.
| smiles | M1 antagonist | 5HT1E antag | S1P1 ag-PAM | 5HT1E ag | 5HT1a antag | S1P3 ag | Jurkat tox 60K | M1 agonist | 5HT1a ag |
| --- | --- | --- | --- | --- | --- | --- | --- | --- | --- |
| Cc1ccccc1NC(=O)Cn1cccc1 | -0.42 | -8 | -4 | -0.7 | 5 | -0.9 | -10 | 0.67 | -1.9 |
| CC(=O)Oc1cc2c(C(=O)NCCN3CCOCC3)c(C)oc2c2ccccc12 | -0.67 | 0 | -8 | 0.2 | 5 | -1.0 | 4 | 0.7 | 1.0 |

(more compounds)
SMILES	M1 antagonist	5HT1E antag	S1P1 ag-PAM	5HT1E ag	5HT1a antag	S1P3 ag	Jurkat tox 60K	M1 agonist	5HT1a ag
COc1cccc(C(=O)N2CCN(c3ncccn3)CC2)c1	nt	0	-4	-0.8	4	0.0	-5	nt	-2.9
CC1=CC(C)(C)N2C(=O)C3(C(C#N)=C(N)OC4=C3C(=O)CC(C)(C)C4)c3cccc1c32 (configuration not stated)	-0.51	-4	1	-1.2	-9	-0.2	-2	-0.078	-0.6
O=C(NCCc1ccccc1)c1ccnc(/C=N/O)c1	0.28	8	-3	-0.3	-7	-0.2	2	0.35	-0.1
Cc1onc(-c2ccccc2)c1C(=O)Nc1nc(-c2ccc(F)c(F)c2)cs1	-0.3	-14	-22	1.6	-38	0.2	-5	-0.9	17
CCN1C(=S)SC(=O)C1=C1C=C(C)N(Cc2ccco2)C(C)=C1	0.17	-17	nt	1.3	-35	nt	nt	27*	-2.3
O=C(CCc1n[nH]c(=O)[nH]c1=O)N1CCCCC1	0.51	0	4	0.1	4	-1.2	-2	0.4	-3.5
CCCNc1nc2c(c(=O)n(C)c(=O)n2C)n1CCC(C)C	0.036	7	-3	0.1	2	-0.9	33*	-0.65	0.3
O=S(=O)(Cc1ccccc1)N1CCN(Cc2ccccc2)CC1	-0.3	10	12	0.3	-1	-0.7	2	-0.72	0.9
COc1ccc(N(C(=O)C2CCCCC2)C2C=CS(=O)(=O)C2)c(OC)c1 (configuration not stated)	0.52	-8	-7	-0.4	-9	-0.5	5	0.0045	0.0
COC(=O)C(C)Oc1ccc2c3c(c(=O)oc2c1)CCCCC3 (configuration not stated)	-0.14	9	4	0.0	2	-0.3	0	0.14	1.6
COc1ccc(C(=O)N2CCN(c3cccc(Cl)c3)CC2)c(OC)c1	-0.83	12	nt	0.8	20	-1.4	56*	1.8	0.0
Cn1c(=O)c2c(ncn2CC(=O)Nc2ccccc2Sc2ccccc2)n(C)c1=O	-0.085	-3	-8	0.6	6	-0.2	-6	-0.17	-1.4
CCCOc1ccc(NC(=O)C2CCCNC2=O)cc1 (configuration not stated)	-0.93	13	nt	-1.1	-10	-0.3	12	-0.38	-1.9
O=C1c2ccccc2C(Nc2ccc3c(c2)OCO3)N1Cc1ccc2c(c1)OCO2 (configuration not stated)	-0.078	8	-5	0.3	19	-1.0	2	1.1	-3.2
CCOC(=O)C(C)n1nc(C)c2sc3ccccc3c2c1=O (configuration not stated)	-0.061	2	15	-0.9	3	0.1	2	1.1	-2.2
CCS(=O)(=O)c1ccc(O)c(NC(=O)Nc2ccccc2)c1	0.88	6	-5	0.3	-1	0.5	-3	-0.74	-0.7
O=C(CSc1nnc(-c2cccc(S(=O)(=O)N3CCCCC3)c2)o1)NCCC1=CCCCC1	0.5	2	12	0.1	-13	-0.9	7	-0.37	2.5
CCN(CC)S(=O)(=O)c1ccc(NC2CCCc3ccccc32)nc1 (configuration not stated)	0.0036	9	nt	0.3	29	nt	nt	-0.38	-0.4
COc1ccc(CN=CC2=C(O)CNC2=O)cc1OC	-0.11	-5	nt	0.3	4	-0.5	-1	-0.61	0.3
CCOC(=O)c1oc2ccccc2c1CN1CCOCC1	-0.31	-1	-31	-0.7	-6	-0.2	4	-1.2	-3.0
COc1ccccc1NC(=O)Cc1cccs1	1.5	0	nt	1.1	-1	-0.6	9	-0.4	-3.5
CN(CC(=O)NCc1ccco1)S(=O)(=O)c1ccc2c(c1)n(C)c(=O)c(=O)n2C	0.8	2	0	0.3	-7	-0.1	7	-0.079	-3.5
CC(=O)c1c(C)[nH]c(C(=O)Nc2ccc3c(c2)OCCO3)c1C	-0.83	-3	7	0.5	3	-0.1	5	-0.034	-6.5
COc1ccc(-c2cc(C(=O)N3CCOCC3)c3cc(C)ccc3n2)cc1	-0.33	4	nt	-0.5	8	-0.2	5	4.1*	-2.0
O=C1c2ccc(Oc3ccc4c(c3)C(=O)N(CCCCO)C4=O)cc2C(=O)N1CCCCO	-0.32	9	18	-0.5	-1	-0.5	10	0.0044	-1.4
Nn1c(SCC(=O)N2CCCc3ccccc32)nnc1-c1ccccc1	1	3	23	-0.2	-4	-0.5	-1	-0.77	-1.1
CCN1CCN(Cc2ccccc2NC(=O)Nc2ccc(C)cc2)CC1	-1	-13	-16	-0.3	-9	-1.2	-10	-0.46	-0.8
CN(C)c1ccc(/C(=N\O)c2ccccc2)cc1	-0.13	1	-9	-0.1	-3	-0.7	-2	1.8	-5.4
CN1C(=O)c2ccccc2N(C)C1c1ccc2c(c1)OCO2 (configuration not stated)	0.12	3	13	-0.5	-9	-0.7	9	-0.4	-1.6
Cc1cc(=O)n2c(C)n[nH]c2n1	0.27	-5	9	-0.8	-16	-0.4	-6	0.36	0.5
Cc1ccc(N2C(=O)c3ccccc3C2=O)cc1Cl	0.98	-6	33	0.3	7	-0.6	-2	0.34	-3.4
CSc1ccccc1NC(=O)COc1ccc(S(=O)(=O)N2CCCC2)cc1	nt	8	nt	-0.7	-9	-0.4	1	nt	1.5
CN(C)c1ccc(-c2nnn(CC(=O)N3c4ccccc4CCc4ccccc43)n2)cc1	-0.46	8	25	-1.2	14	-2.3	13	0.74	-4.9
c1ccc(-c2nn3c(C4CCCCC4)nnc3s2)cc1	1.2	8	-18	-0.2	nt	-2.3	nt	0.15	-0.1
COc1ccc(CCNc2nnc(Sc3nnnn3-c3ccccc3)s2)cc1OC	-0.0014	17	5	-0.4	16	-1.5	99*	-0.069	-1.1
CN1CCN(CC(=O)N(Cc2c(C#N)c3ccccc3n2C)c2ccccc2)CC1	-0.017	9	-5	-0.4	3	-0.9	11	-0.96	-2.4
CCCN(CCC(=O)Nc1ccccc1F)CC1CC1	-0.79	0	nt	-0.3	4	-0.7	-6	-0.31	-0.6
O=C(CCn1cnc2ccccc2c1=O)Nc1ccc(S(=O)(=O)N2CCCCC2)cc1	-0.22	-1	11	0.2	-11	0.2	-11	0.11	3.0
O=C(NCCCN1CCN(c2ccccc2F)CC1)C1CCN(S(=O)(=O)N2CCOCC2)CC1	1.1	-3	11	0.0	8	-1.2	4	-0.1	1.1
O=C(NCCN1CCNCC1)c1ccccn1	0.087	-2	-4	-0.5	-14	-0.5	-5	0.005	-0.5

Screens from PubChem BioAssay.
